Screening results (PubChem)
Pf growth 96h = inhibits malaria parasite growth, 96 h; P. falciparum luciferase reporter growth, 96 h; Potency, µM (highest dose often 28.7 µM), for the others: at the top dose activity change, negative = inhibition, hits mostly inhibitors; actives 6.9% (n = 320,000); AID 504834
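Luminescence readout: decreased luciferase signal marks inhibited growth of reporter-expressing P. falciparum in infected red cells (2% hematocrit, 0.05% parasitemia final), exposed to compound two generations (96 h, 37 C, 5% CO2).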
Tb PYK inh = T. brucei pyruvate kinase inhibition. Q57TT1. Potency, µM (titrated, usually from 76.8 µM), for the others: at the top dose activity, negative = inhibition, hits mostly inhibitors. TbPYK enzyme, Kinase-Glo Plus ATP luminescence, 45 min. actives 0.12% (n = 410,000). AID 624173; also: nearly all actives have a fitted effect of over 50% in size
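Luminescent Kinase-Glo Plus end-point after 45 min room-temperature reaction of T. brucei pyruvate kinase started with 130 uM ADP (final). Buffer TEA 50 mM pH 7.2 with KCl, MgCl2, BSA, Tween-20; titration-based qHTS with fitted concentration-effect curves.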
Sm TGR inh = S. mansoni TGR enzyme inhibition; actives 3% (n = 360,000); purified TGR, DTNB reduction, TNB absorbance 405 nm; Potency, µM (titrated, usually from 114 µM), for the others: top-dose activity change, negative = inhibition, most hits filed as inhibitors; AID 485364; also: nearly all actives have a fitted effect of over 60% in size
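TGR 20 nM + NADPH 100 uM (dispensed conc.), cpd preinc 15 min RT; start with NADPH (500 uM addition) then DTNB (15 mM addition). Kinetic TNB absorbance, 405 nm filter. Four-parameter Hill fit across titration.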
Pf growth 48h = P. falciparum growth inhibition at 48 hours (one generation). P. falciparum luciferase growth in erythrocytes, 48 h. Potency, µM (highest dose often 28.7 µM), for the others: at the highest dose activity change, negative = inhibition, usual class: inhibitors. actives 5.9% (n = 310,000). AID 504832
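Here the parasites carry a stable luciferase gene and grow inside erythrocytes in Albumax-based RPMI medium with compound for one erythrocytic cycle. Activity is scored as loss of luminescent signal.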
LmPK inh = inhibitors of Leishmania mexicana pyruvate kinase. AID 1721. purified LmPK, Kinase-Glo ATP luminescence, 1 h. actives 0.37% (n = 290,000). Q27686. Potency, µM (series often up to 57.5 µM), for the others: top-dose activity change, negative = inhibition, actives largely listed as inhibitors
Target sequence (Q27686 whole entry, looked up): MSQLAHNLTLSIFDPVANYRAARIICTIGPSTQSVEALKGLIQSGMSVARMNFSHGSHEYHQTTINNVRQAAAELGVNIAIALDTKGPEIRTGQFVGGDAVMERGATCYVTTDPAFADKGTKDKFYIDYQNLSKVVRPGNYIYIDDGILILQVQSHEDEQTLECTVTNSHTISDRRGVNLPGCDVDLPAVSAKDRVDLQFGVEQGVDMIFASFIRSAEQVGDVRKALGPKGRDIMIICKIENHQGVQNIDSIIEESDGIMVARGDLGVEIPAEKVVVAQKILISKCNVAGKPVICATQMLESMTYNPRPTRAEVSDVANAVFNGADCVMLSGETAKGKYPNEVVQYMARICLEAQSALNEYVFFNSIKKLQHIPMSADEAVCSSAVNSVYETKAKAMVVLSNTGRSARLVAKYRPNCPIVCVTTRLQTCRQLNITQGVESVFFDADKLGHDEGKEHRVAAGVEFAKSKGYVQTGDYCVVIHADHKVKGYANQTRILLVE
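Screened at intermediate enzyme activity to detect both inhibitors and activators: LmPK at 0.1 nM, with a 0.5 nM enzyme column as activation reference. PEP 0.5 mM, ADP 0.1 mM; ATP detected by luminescence after 1 h.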
HCV inhibitor = inhibitors of hepatitis C virus infection; Potency, µM (doses to about 41.8 µM), without a hit: top-dose activity change, negative = inhibition, usual class: inhibitors; actives 3.4% (n = 340,000); Huh7.5.1 HCVcc-Cre infection, luciferase reporter, 44 h
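A cell-based infection assay in which seeded cells (1,000 per well) receive test compound after 4 h, are inoculated with HCVcc-Cre at approximately 0.5 moi, and are incubated 44 h before luminescence detection.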
The depositor's hits bear a star; ? = inconclusive; · = not tested or not shown; & = joins results of further samples; [ ] = remark or other dose. Calls follow the shape of the dose curve; as a rule, active = well fitted curve in the direction sought with a large enough effect; inconclusive = small, poorly fitted or top-dose-only effect, or another doubt; inactive = no such curve, though single readings can be large; an effect the other way counts as inactive or inconclusive. % is scaled to controls: 0 for no effect and ±100 for the full control effect; potency is read from the fitted curve at half-maximal effect.

Short forms: A = Pf growth 96h; B = Tb PYK inh; C = Sm TGR inh; D = Pf growth 48h; E = LmPK inh; F = HCV inhibitor
[1] CCCn1c(SCC(=O)Nc2ccccc2Oc2ccccc2)n[nH]c1=O
  A: -78%; B: 7%; C: -1%; D: ·; E: 3%; F: -29%

[2] CN(C)/C=C(\C(=O)c1ccccc1)c1nnnn1-c1ccccc1
  A: 10%; B: -1%; C: -2%; D: 11%; E: 1%; F: 24%

[3] COc1ccc2nc(NC(=O)c3ccccc3F)sc2c1
  A: ?; B: -13%; C: -33%; D: 141%[activator]; E: -3%; F: ?

[4] COc1ccc(NC(=O)c2cc(-c3cccs3)on2)cc1
  A: -78%; B: -1%; C: -1%; D: 109%[activator]; E: -3%; F: -10%

[5] CC1=C(C(=O)OC(C)(C)C)C(c2cccc3ccccc23)NC(=O)N1 (stereo not given)
  A: ?; B: -1%; C: 0%; D: ?; E: -8%; F: ?

[6] O=C(NC1CCCCC1)N1CCC(c2nc3ccc(Cl)cc3[nH]2)CC1
  A: -23%; B: 2%; C: -15%; D: ?; E: -1%; F: 10%

[7] COc1cccc(OCCOCCNCCO)c1
  A: 40%[activator]; B: ·; C: ?; D: 20%; E: -4%; F: ·

[8] CCCNS(=O)(=O)c1ccc(OCC(=O)Nc2ccc3c(c2)OCO3)cc1
  A: 4%; B: 0%; C: ·; D: ?; E: 2%; F: -14%

[9] CCOC(=O)c1ccc(NC(=O)Cn2cccc2)cc1
  A: ?; B: 0%; C: ?; D: 35%[activator]; E: -2%; F: -11%

[10] O=C(CCNC(=O)c1ccccc1Cl)N/N=C\c1ccc(O)cc1
  A: 50%[activator]; B: -23%; C: -1%; D: ?; E: 0%; F: -5%

[11] COc1ccc(-n2c(N)c(C(=O)NCC3CCCO3)c3nc4ccccc4nc32)c(OC)c1 (stereo not given)
  A: ?; B: 1%; C: -2%; D: 13%; E: 3%; F: -18%

[12] O=C(COC(=O)c1cccc(S(=O)(=O)N2CCCCC2)c1)NC1CCCCC1
  A: -16%; B: 29%; C: 7%; D: 4%; E: ·; F: 0%

[13] COc1ccc(C2C(C#N)=C(/N=C/N3CCOCC3)OC3=C2C(=O)CC(C)(C)C3)cc1OC (stereo not given)
  A: ?; B: 0%; C: 3%; D: ·; E: 7%; F: ?

[14] CCCc1cc(=O)oc2cc(OCc3cc(OC)c(OC)c(OC)c3)c(Cl)cc12
  A: ?; B: -6%; C: 1%; D: 10%; E: 1%; F: -1%

[15] Cc1occc1-c1nnc(SCC(=O)NC2CCCCC2C)o1 (stereo not given)
  A: -3%; B: -20%; C: -1%; D: 7%; E: ·; F: 18%

[16] CCC1(C)Cc2ccccc2C(=S)N1 (stereo not given)
  A: 6%; B: -6%; C: ·; D: -16%; E: 6%; F: 18%

[17] O=C(COC(=O)c1ccc(N2CCOCC2)c([N+](=O)[O-])c1)Nc1ccc2c(c1)OCO2
  A: 24%; B: -3%; C: -8%; D: 12%; E: 6%; F: 4%

[18] CCCN1CCN(CCCNC(=O)c2cc3c(s2)-c2ccccc2OC3)CC1
  A: ?; B: -8%&-1%; C: 1%&-11%; D: ?; E: -2%; F: 10µM*

[19] COc1cc(C)ccc1OCc1cc(C(=O)N2CCCCCCC2)no1
  A: ?; B: 2%; C: -2%; D: ?; E: 1%; F: 9%

[20] O=C(N/N=C\c1cccc(Cl)c1)c1n[nH]c2c1CCCC2
  A: 35%[activator]; B: -2%; C: -7%; D: 104%[activator]; E: 0%; F: -1%

[21] CSc1nnnn1-c1c(C)cccc1C
  A: 16%; B: -2%; C: -3%; D: -4%; E: 4%; F: 13%

[22] C=C(C)CNC(=S)NNC(=O)c1ccc(Br)cc1
  A: ?; B: -2%; C: 3%; D: 16%; E: 1%; F: 24%

[23] O=C(O)c1ccc(/C=N/n2c(C3CCCCC3)n[nH]c2=S)cc1
  A: -12%; B: -23%; C: -3%; D: 4%; E: -11%; F: 4%

[24] CCOC(=O)c1sc(NS(=O)(=O)c2ccccc2)nc1C
  A: ?; B: -2%; C: -28%; D: 6%; E: 2%; F: 15%

[25] [O-][n+]1onc2c1CCC1N(O)CCC21O (stereo not given)
  A: ·; B: -5%; C: -28%; D: 16%; E: -12%; F: 8%

[26] COc1cccc(CNC(=O)CCC2CCCN(C(=O)CCc3c(C)noc3C)C2)c1 (stereo not given)
  A: -4%; B: 1%; C: 16%; D: 3%; E: 1%; F: 11%

[27] COC(=O)c1ccc2nc(C)cc(Nc3ccc(N(C)C)cc3)c2c1
  A: ?; B: -6%; C: -9%; D: 1.7µM*; E: 3%; F: -4%

[28] CC1CN(c2cc(=O)n(Cc3ccc(F)cc3)c(=O)[nH]2)CC(C)O1 (stereo not given)
  A: -21%; B: -16%; C: -22%; D: ·; E: 5%; F: 0%

[29] Cc1ccccc1NC(=O)Cn1c(=O)oc2ccccc21
  A: 4.1µM*; B: -2%; C: -7%; D: 5%; E: -2%; F: 9%

[30] CC(=O)Nc1cccc(OCC(=O)NC(C)C(C)C)c1 (stereo not given)
  A: ·; B: 6%; C: 1%; D: 2%; E: 4%; F: 10%

[31] COc1ccccc1/C=C/C(=O)OCC(=O)c1c[nH]c2ccccc12
  A: ?; B: 2%; C: 2%; D: ?; E: ·; F: ?

[32] CCOc1ccc(N)cc1OC
  A: -29%; B: -5%; C: -18%; D: ?; E: -2%; F: -21%

[33] COc1ccc(Cc2nnc(NC(=O)CSc3ccccc3)s2)cc1
  A: 4%; B: -6%; C: -2%; D: 0%; E: -3%; F: 11%

[34] COc1ccc(C)cc1NC(=O)CN1C(=O)c2ccccc2S1(=O)=O
  A: ?; B: -3%; C: -3%; D: ·; E: 8%; F: -6%

[35] Cc1cc(C)c(C)c(S(=O)(=O)N[C@@H](C)C(=O)OC(C)C(=O)NC(N)=O)c1C (stereo not given in full)
  A: 42%[activator]; B: 5%; C: 12%; D: -7%; E: -1%; F: 4%

[36] CCc1cc2c(COC(=O)c3cc(S(=O)(=O)N4CCOCC4)ccc3F)cc(=O)oc2cc1O
  A: 15µM*; B: -10%; C: -28%; D: ?; E: ·; F: ?

[37] Cc1cc(C)c(NC(=O)CN(C)C(=O)c2ccc(OCc3ccccc3)cc2)c(C)c1
  A: 75%[activator]; B: -20%; C: -12%; D: 64%[activator]; E: ·; F: 18%

[38] O=C(/C=C/c1ccco1)Nc1cc(Cl)ccc1C(=O)O
  A: 5%; B: ?; C: ?; D: ?; E: 4%; F: 17%

[39] COc1ccccc1N1CCN(CC(=O)Nc2ccc3c(c2)OCCO3)CC1
  A: -13%; B: -6%; C: -4%; D: 29%; E: -2%; F: -6%

[40] O=C(COC(=O)c1cn(-c2ccccc2)nc1-c1cccnc1)NC1CC1
  A: -6%; B: -1%; C: -7%; D: 0%; E: -1%; F: -1%

[41] CC(C)c1ccc(N2CCN(C(=O)c3ccccc3NC(=O)/C=C(\C(=O)O)c3ccccc3)CC2)cc1
  A: ·; B: ·; C: -29%; D: 13µM*; E: -7%; F: -6%

[42] O=C(NCC1(N2CCOCC2)CCCCC1)c1ccc(S(=O)(=O)Nc2ccccc2F)cc1
  A: ?; B: 5%; C: -1%; D: ?; E: -2%; F: 12%

[43] COc1cc(OC)nc(NC(=O)NS(=O)(=O)c2ccc(F)cc2)n1
  A: -22%; B: -1%; C: 2%; D: 28%; E: -13%; F: 14%

[44] Cc1ccc(C)c(C(C)NC(=O)c2ccccc2Br)c1 (stereo not given)
  A: 13%; B: -1%; C: -12%; D: 1%; E: 1%; F: -8%

[45] CC1(C)Cc2c(sc(NC(=O)c3ccc(C(=O)c4ccccc4)cc3)c2C(N)=O)C(C)(C)N1
  A: ?; B: 1%; C: -10%; D: ?; E: -10%; F: ?

[46] O=C(N/N=C/c1ccncc1)c1sc2ccccc2c1Cl
  A: ?; B: -6%; C: -3%; D: -8%; E: -7%; F: 4%

[47] NS(=O)(=O)c1ccc(CNC(=O)Cc2c(F)cccc2Cl)cc1
  A: ?; B: 6%; C: ·; D: -3%; E: 0%; F: 10%

[48] CCOC(=O)N1CCN(Cc2nc3cc(NC(=O)CC)ccc3n2CC)CC1
  A: -13%; B: -4%; C: -9%; D: ?; E: 1%; F: -1%

[49] COc1ccc(OC)c(NC(=O)c2ccc(CSc3ncccn3)cc2)c1
  A: 2%; B: 5%; C: 4%; D: -30%; E: -4%; F: ?

[50] O=C(O)c1cccc(NC(CNS(=O)(=O)c2ccc(Cl)cc2)c2ccccc2)c1 (stereo not given)
  A: -4%; B: -2%; C: -21%; D: 6%; E: 4%; F: 19%

Quoted from the listing:
cpd 33 @ Pf growth 48h = 0%
cpd 26 @ Pf growth 96h = -4%

The results go on:
Short forms: A = Pf growth 96h; B = Tb PYK inh; C = Sm TGR inh; D = Pf growth 48h; E = LmPK inh; F = HCV inhibitor
[51] CCOC(=O)N1CCN(C(=O)CSCc2ccccc2C)CC1
  A: 5%; B: -1%; C: 8%; D: 13%; E: 0%; F: -3%

[52] COc1ccc(C(C)(C)C)cc1NC(=O)c1ccc2c(c1)SC1=NS(=O)(=O)CCN12
  A: 0%; B: -3%; C: -12%; D: -44%; E: 4%; F: 6%

[53] CCC(Sc1nc(=O)cc(N)n1-c1cccc(C)c1)C(=O)Nc1cc(C)on1 (stereo not given)
  A: ·; B: 6%; C: 11%; D: ?; E: -11%; F: -29%

[54] CCO[C@@H]1OC(C(=O)N2CCCCCCC2)=C[C@H](c2csc3ccccc23)[C@H]1CCCO
  A: ?; B: 6%; C: 2%; D: 8.3µM*; E: -4%; F: -16%[8.37 µM]

[55] O=C(Oc1cccc(/C=N/Nc2nc(Nc3ccccc3)nc(N3CCOCC3)n2)c1)c1ccco1
  A: 6%; B: -3%; C: 1%; D: ?; E: 2%; F: ?

[56] Cc1nccc(-c2ccc(-n3cnc4ccccc43)cc2)n1
  A: ·; B: -5%; C: -2%; D: -5%; E: 2%; F: ?

[57] NC(=O)c1ccc[n+](CC(=O)Nc2ccccc2C(=O)O)c1
  A: 30%; B: 0%; C: 4%; D: -9%; E: -1%; F: 6%

[58] CCOC(=O)C1(C)/C(=N/Nc2ccc(S(N)(=O)=O)cc2)C(=O)C(=O)N1c1ccccc1 (stereo not given)
  A: ?; B: -2%; C: -2%; D: 35%[activator]; E: -2%; F: 9%

[59] Cc1ccc(S(=O)(=O)NN)c(C)c1N1CCCC1=O
  A: -6%; B: 1%; C: 9%; D: 20%; E: 4%; F: 13%

[60] CN1CCN(NC(=O)c2ccc(S(=O)(=O)N3CCCCCC3)cc2)CC1
  A: -7%; B: 4%; C: 0%; D: ?; E: 4%; F: 4%

[61] Cc1cc(NC(=O)CSc2nc(-c3cccs3)cc(C(F)(F)F)n2)no1
  A: 1.9µM*; B: 0%; C: 3%; D: ?; E: 0%; F: ?

[62] CCCc1nnc(SCC(=O)NC2CC2)n1CC
  A: 20%; B: -6%; C: 2%; D: 8%; E: -8%; F: 20%

[63] O=C(NCc1ccccc1Cl)C1CCCN(S(=O)(=O)c2cccc3nsnc23)C1 (stereo not given)
  A: ?; B: 0%&-10%; C: 1%&3%; D: ·; E: -3%; F: ?

Some entries already given with just HCV inhibitor.
| cpd | SMILES | HCV inhibitor |
| --- | --- | --- |
| 22 | C=C(C)CNC(=S)NNC(=O)c1ccc(Br)cc1 | 24% |
| 23 | O=C(O)c1ccc(/C=N/n2c(C3CCCCC3)n[nH]c2=S)cc1 | 4% |

Three entries from above, set out differently.
| No. | mol | Pf growth 96h | Tb PYK inh | Sm TGR inh | Pf growth 48h | LmPK inh | HCV inhibitor |
| --- | --- | --- | --- | --- | --- | --- | --- |
| 51 | CCOC(=O)N1CCN(C(=O)CSCc2ccccc2C)CC1 | 5% | -1% | 8% | 13% | 0% | -3% |
| 59 | Cc1ccc(S(=O)(=O)NN)c(C)c1N1CCCC1=O | -6% | 1% | 9% | 20% | 4% | 13% |
| 55 | O=C(Oc1cccc(/C=N/Nc2nc(Nc3ccccc3)nc(N3CCOCC3)n2)c1)c1ccco1 | 6% | -3% | 1% | ? | 2% | ? |
